Screening results deposited in PubChem BioAssay by Emory University Molecular Libraries Screening Center.
14-3-3g Raf – modulators of 14-3-3 gamma protein binding, primary screen, biochemical, fluorescence polarization. actives 0.19% (n = 160,000). inhibition, % at 40 µM. FP, 14-3-3gamma / TMR-pS259-Raf peptide binding; in the data active means inhibition above about 30%;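 further: 0% = protein plus tracer without compound and 100% = blank with tracer alone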
Target sequence (P61981 whole entry, looked up): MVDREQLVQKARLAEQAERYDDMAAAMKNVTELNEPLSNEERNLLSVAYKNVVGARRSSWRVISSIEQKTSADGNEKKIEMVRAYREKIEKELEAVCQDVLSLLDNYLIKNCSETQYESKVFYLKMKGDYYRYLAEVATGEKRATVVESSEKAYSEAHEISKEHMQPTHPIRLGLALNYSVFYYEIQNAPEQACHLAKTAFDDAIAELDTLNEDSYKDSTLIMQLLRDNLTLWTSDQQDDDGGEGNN
The depositor's hits bear a star; & = joins results of further samples. Some of the compounds tested; count on the stated rates, not on these rows.

14-3-3g Raf	molecule
-2.8	COc1ccc(CCNC(=O)Cn2c(=S)[nH]c3ncccc3c2=O)cc1OC
1.1	O=C(OCc1c(Cl)cccc1Cl)c1cnccn1
-9.0	CN1C(C)(C)CC(NC(=O)CCC(=O)NC2CC(C)(C)N(C)C(C)(C)C2)CC1(C)C
-1.0	O=[N+]([O-])c1cc2c3c(c1)C1C=CCC1C(c1ccccc1)N3CC1CC=CC21 (centres undefined)
-6.1	COc1ccccc1-n1c(SCC(=O)Nc2ccccc2F)nc2[nH]ncc2c1=O
4.0	CN(C)c1ccc(-c2nc3cnccn3c2Nc2ccc3c(c2)OCO3)cc1
5.3	CC1CCc2nn(CC(=O)NCc3ccco3)cc2C1 (centres undefined)
-6.3	COC(=O)c1ccccc1NC(=O)CNC(=O)c1ccco1
-3.0	Cc1cccc(NC(=O)c2ccc(S(=O)(=O)N(C)C)cc2)c1
-10.5	Cc1onc(-c2ccccc2Cl)c1C(=O)Nc1cccc(-c2cn3cccnc3n2)c1
5.0	O=C(CCN1C(=O)C2C3C=CC(C3)C2C1=O)N1CCCCC1 (centres undefined)
0.1	CCn1c(CCNC(=O)c2ccc(Cl)cc2)nc2ccccc21
-8.8	COc1ccc2nc(NC(=O)C3CCC(=O)N(c4ccc5c(c4)OCO5)C3c3cc(OC)c(OC)c(OC)c3)sc2c1 (centres undefined)
-6.3	COC(=O)c1ccc(NC(=O)CCS(=O)(=O)c2ccc(Br)s2)cc1
3.6	COC(=O)CSc1nc2ccc(NC(C)=O)cc2s1
1.1	COc1ccc(-n2ccc(=O)c3c2CCCC3=O)cc1
-10.2	Cc1cccc(Cc2c(C)nc3nc(SCC(=O)N4CCCC4)nn3c2C)c1
-8.2	Cc1c(NC(=O)C2CN(S(=O)(=O)c3ccccc3)CCN2S(=O)(=O)c2ccccc2)c(=O)n(-c2ccccc2)n1C (centres undefined)
-4.7	Cc1cc(NC(=O)C23CCC(C)(c4nc5cc(Cl)c(Cl)cc5nc42)C3(C)C)no1 (centres undefined)
-70.5	CCOC(=O)c1ccc(NC(=O)c2c(NCc3ccc(C)o3)sc3c2CCC(C)C3)cc1 (centres undefined)
-8.2	CCC(=O)Nc1ccc(N2CCN(C(=O)c3ccccc3C)CC2)cc1
-2.3	CCCC12CN3CC(C)(CN(C1)C3c1ccc(F)cc1)C2=O (centres undefined)
-4.9	Cc1ccc(S(=O)(=O)N2CCC(C(=O)NCCc3ccccc3)CC2)cc1
-14.5	COC(=O)c1ccc(CSc2nnc(SCc3ccc(C(=O)OC)o3)s2)o1
11.1	CC(=O)Nc1nonc1NC(=O)CSc1ncn[nH]1
-9.9	CC1=C(C(=O)Nc2ccc(Cl)cc2)C(c2ccc([N+](=O)[O-])cc2)NC(=O)N1 (centres undefined)
-5.2	Cc1ccc(C2NC(=S)NC3=C2C(=O)CCC3)cc1 (centres undefined)
-3.9	CC1=CC(C)(C)N(C(=O)Nc2ccccc2)c2cc(C)c(C)cc21
5.9	COc1ccc(C2/C(=C(\O)c3ccc4c(c3)OCCO4)C(=O)C(=O)N2CCCN(C)C)c(OC)c1 (centres undefined)
-0.3	CCCC(=O)Nc1ccc(NC(=O)c2ccccc2Cl)nc1

4 entries from above, as labelled records.
O=[N+]([O-])c1cc2c3c(c1)C1C=CCC1C(c1ccccc1)N3CC1CC=CC21 (centres undefined)
  14-3-3g Raf: -1.0
COc1ccccc1-n1c(SCC(=O)Nc2ccccc2F)nc2[nH]ncc2c1=O
  14-3-3g Raf: -6.1
CN(C)c1ccc(-c2nc3cnccn3c2Nc2ccc3c(c2)OCO3)cc1
  14-3-3g Raf: 4.0
CC1CCc2nn(CC(=O)NCc3ccco3)cc2C1 (centres undefined)
  14-3-3g Raf: 5.3

(list continues)
14-3-3g Raf	molecule
-1.4	NC1CONC1=O (centres undefined)
-3.8	COc1ccccc1C(=O)n1nc(-c2ccc(Cl)cc2)nc1N
-1.1	COCCNC(=O)c1cc2c(-c3ccccc3F)nn(C)c2s1
4.0	Cc1cc(Cl)ccc1OCCCC(N)=O
-4.7	Cc1ccc(C2CC(=O)N3CN(Cc4ccco4)CSC3=C2C#N)cc1 (centres undefined)
-7.2	Cc1nc2ccccc2c2oc(C(=O)NCc3ccc4c(c3)OCO4)cc12
7.9&0.6	O=C(NCc1ccccn1)C1CCN(S(=O)(=O)c2cccs2)CC1
-3.9	O=S(=O)(c1cccc2nsnc12)N1CCCc2ccccc21
-5.8	O=C(Nc1ccccc1F)c1ccc(N2CC3CC(C2)c2cccc(=O)n2C3)c(NC(=O)c2cccc(C(F)(F)F)c2)c1 (centres undefined)
-3.9	Cc1ccc(S(=O)(=O)NCc2cn3ccsc3n2)c(C)c1
-20.2	CC1=C(C(=O)OC(C)C)C(c2ccsc2)C2=C(CC(c3cccs3)CC2=O)N1 (centres undefined)
-18.5	COc1ccc(-c2nc(Nc3ccc([N+](=O)[O-])cc3)c3ccccc3n2)cc1OC
-0.2	CCCCCc1nnc(NC(=O)CCCC)s1
-1.3	O=C(CN1CCN(S(=O)(=O)c2ccc(Cl)cc2)CC1)Nc1ccc(Cl)c(C(F)(F)F)c1
-11.1	COc1cc(C2C(C(=O)Nc3cccc(C)n3)=C(C)NC3=C2C(=O)CCC3)cc(OC)c1OC (centres undefined)
-5.1	CNS(=O)(=O)c1cc(-c2nnc(Nc3cc(C)ccc3C)c3ccccc23)ccc1C
4.9	O=C(O)C1=CCCN(CCON=C(c2ccccc2)c2ccccc2)C1
-11.9	Cc1[nH]nc(SCC(=O)NCC(C)C)c1[N+](=O)[O-]
-9.1	C=CCOc1ccc(/C(O)=C2/C(=O)C(=O)N(CCN3CCOCC3)C2c2ccc(C)cc2)cc1 (centres undefined)
-2.5	Cc1cc(N2CCCCC2)nc2ccc(NC(=O)CCC(=O)N3CCC(Cc4ccccc4)CC3)cc12
-9.5	CCN(Cc1ccccc1)S(=O)(=O)c1ccc(F)c(C(=O)Nc2ccc(OC)cc2)c1
9.7	Brc1ccc(C2=Nn3cnnc3SC2)cc1
10.4	O=C(O)c1ccc(CN2C(=O)c3ccc(S(=O)(=O)c4ccc(C(=O)O)cc4)cc3C2=O)cc1
-6.1	CCOc1ccc(CNC(=O)C2CCN(S(=O)(=O)N3CCC(C)CC3)CC2)cc1
-9.6	CCN(CC)S(=O)(=O)c1cccc(-c2nnc(SCC#N)n2Cc2ccccc2)c1
-6.5	CC(C(=O)NCC1CCCO1)N1C(=O)C2C3CC(C(Br)C3Br)C2C1=O (centres undefined)
-102.6	O=C(CSc1oc(-c2ccc(F)cc2)nc1S(=O)(=O)c1ccc(Cl)cc1)NCC1CCCO1 (centres undefined)
-6.2	Cn1nc(C(=O)N2CCN(S(=O)(=O)c3ccccc3)CC2)c2ccccc2c1=O
0.2	Cc1nc(N2CCN(Cc3ccccc3)CC2)[nH]c(=O)c1C
3.4	CC(=O)N1c2ccc(S(=O)(=O)CCC(=O)Nc3ccc(C)c(C)c3)cc2CC1C (centres undefined)
9.3	CC(C)(C)C1=Nn2c(nnc2-c2ccc(Br)cc2)SC1
-95.2	O=c1oc2cc(O)ccc2cc1-c1nc(-c2ccc3ccccc3c2)cs1
13.8&-2.3	COc1ccc(NC(=O)c2cc(OC)c(OC)c(OC)c2)cn1
7.4	COc1ccc(CN2CCN(S(=O)(=O)c3cccc([N+](=O)[O-])c3)CC2)c(OC)c1OC
1.1	COc1cc(C2C=C(c3ccccc3)NC(=S)N2)cc(OC)c1OC (centres undefined)
1.0	COc1ccc(N2CCN(CCCNC(=O)Nc3ccc(F)cc3)CC2)cc1
-1.6	CC(C)(C)c1ccc(C(=O)Nc2ccc(S(=O)(=O)N3CCCC3)cc2)cc1
0.5	Cc1ccccc1CNc1ccc(CC(=O)O)cc1
-0.9	COc1ccc(C(=O)N(CN2CCCC2=O)c2ccccc2OC)cc1OC
6.7	CCSCCOC(=O)C1=C(C)NC2=C(C(=O)CC(c3ccc(Cl)cc3)C2)C1c1ccccc1F (centres undefined)
2.8	COc1ccc(-c2cc(C(=O)N3CC4(C)CC3CC(C)(C)C4)no2)cc1OC (centres undefined)
-3.8	CCOc1ccc(NC(=O)CSc2nc(NC3CCCCC3)c3ccccc3n2)cc1
-4.4	CCC1(C)CC(c2csc(N)n2)CCO1 (centres undefined)
8.0	COc1ccc2nc3oc(C(=O)N4CCN(Cc5ccccc5)CC4)cc3cc2c1
-7.7	CCOC(=O)c1cnc2ccc(Cl)cc2c1Nc1ccc(C(=O)O)cc1
2.1	CCn1c(=N)c(C(=O)OCCCOC)cc2c(=O)n3cccc(C)c3nc21
-3.1	CCNC(=O)NCCc1c[nH]c2ccc(Cl)cc12
6.3	Cc1cc(NC(=O)c2cnc3ccccn3c2=O)no1
2.9	Cn1c(=O)[nH]c(=O)c2c1nc(NC1CCCCC1)n2CCO
-1.3	O=C(NCc1cccnc1)c1cc2nc(-c3ccc(Cl)cc3)cc(C(F)(F)F)n2n1
-7.8	CCc1nnc(NC(=O)CSc2nnc(-c3ccoc3C)n2-c2ccc(C)cc2)s1
-102.7	Cc1ccc(NC(=O)CSc2cc(=O)n(C)c3cc(Cl)ccc23)c(Br)c1
-6.3	COc1ccc(CCNc2ccc(N3C(=O)C4C5C=CC(C5)C4C3=O)cc2[N+](=O)[O-])cc1OC (centres undefined)
-8.3	COc1ccc(-c2cc(C(=O)N3CCN(C)CC3)no2)cc1
-2.3	CCOc1ccc(CCNC(=O)C2CCN(S(=O)(=O)N3CCOCC3)CC2)cc1OCC
-23.0	Cn1c(SCc2nc3ccccc3s2)nnc1-c1cccs1
-48.4	O=C1C2Sc3[nH]c(=O)sc3C(c3ccc([N+](=O)[O-])cc3)C2C(=O)N1c1ccc(Br)cc1 (centres undefined)
-1.4	CC#C[C@]1(O)CC[C@H]2[C@@H]3CCC4=CC(=O)CCC4=C3[C@@H](c3ccc(N(C)C)cc3)C[C@@]21C
-3.1	O=C(Cn1c2ccccc2c(=O)c2ccccc21)Oc1ccccc1F
-7.9	CCC(C)NC(=O)CN1C(=O)CC(C)(C)S(=O)(=O)c2ccccc21 (centres undefined)

Next part, starting with the last three of the part before.
14-3-3g Raf	molecule
-1.4	CC#C[C@]1(O)CC[C@H]2[C@@H]3CCC4=CC(=O)CCC4=C3[C@@H](c3ccc(N(C)C)cc3)C[C@@]21C
-3.1	O=C(Cn1c2ccccc2c(=O)c2ccccc21)Oc1ccccc1F
-7.9	CCC(C)NC(=O)CN1C(=O)CC(C)(C)S(=O)(=O)c2ccccc21 (centres undefined)
-2.6	COCCNC(=O)c1ccc(CSCc2cccc(Cl)c2)o1
-9.1	CCc1c(C)sc(NC(=O)c2cc3nc(-c4ccc(OC)c(OC)c4)cc(C(F)(F)F)n3n2)c1C#N
-2.0	O=S(=O)(c1ccccc1)c1nc(-c2ccccc2)oc1NCc1ccco1
-11.2	CCOC(=O)c1sc(NC(=O)c2ccccc2[N+](=O)[O-])c(C(=O)OCC)c1C
-3.7	O=C(CCN1N=C(c2ccccc2)CCC1=O)NCCN1CCOCC1
0.7	COc1ccc(NC(=O)C2=C(C)NC(=O)NC2c2cc(OC)ccc2OC)cc1 (centres undefined)
2.0	O=C(Nc1ccccc1Cl)C1CC(=O)N(c2ccccc2F)C1 (centres undefined)
-7.2	COc1ccc2oc(=O)c(-c3cn4cc(C)ccc4n3)cc2c1
-1.1	O=C(CSc1nc2ccsc2c(=O)n1-c1ccccc1)NCc1ccco1
-27.9	CC(=C1C(=O)c2ccccc2C1=O)N1CCc2ccccc2C1
-11.3	NS(=O)(=O)c1ccc(CCNC(=O)c2cccc(-n3c(=S)[nH]c4cc(Cl)ccc4c3=O)c2)cc1
-8.9	O=C(CSc1ncc(-c2ccccc2)[nH]1)Nc1nc(-c2ccc(Br)cc2)cs1
-10.5	CCOC(=O)c1c(NC(=O)c2ccccc2F)sc2c1CCC(C)C2 (centres undefined)
1.4	CSCC[C@H](NC(=O)OC(C)(C)C)c1nnc(SCc2ccccc2)o1
-2.5	CN(Cc1ccccc1)c1nc2c(c(=O)[nH]c(=O)n2C)n1CCCSc1ncccn1
-0.9	COCCCNC(=O)c1c[nH]c2ccc(S(=O)(=O)N3CCOCC3)cc2c1=O
-46.5	Cc1ccc2oc(=O)c(-c3nc4ccccc4[nH]3)cc2c1
4.1	O=C(c1cccs1)c1coc2ccc(O)c(CN3CCOCC3)c12
-0.1	CN(Cc1ccccc1)S(=O)(=O)c1ccc2[nH]c(=O)oc2c1
-20.2	O=C(NC1CCCCCCC1)c1ccc2nc3[nH]c4ccccc4c3nc2c1
3.5	COc1cc2c(cc1OC)C(=NC(C)C(=O)O)NC(C)(C)C2 (centres undefined)
-2.1	CCOCCn1cnc2sc(C(=O)N(C)Cc3ccccc3)c(C)c2c1=O
-0.6	COc1cccc2sc(NC(=O)c3ccccc3NS(=O)(=O)c3ccc(C)cc3)nc12
-4.4	CCCNC(=O)c1ccc(CNS(=O)(=O)c2ccc(OC)cc2)cc1
15.8	O=C1CC(Cc2ccc(Cl)cc2)C(=O)N1C1CCCCC1 (centres undefined)
-25.6	CC1CN(S(=O)(=O)c2ccc(C(=O)Nc3sc4c(c3C(N)=O)CCN(C)C4)cc2)CC(C)O1 (centres undefined)
2.5	C=CCOC(=O)C(C#N)c1nc2ccccc2nc1N1CCN(c2ccccc2OCC)CC1 (centres undefined)
-2.0	CCN1CCCC1CN(Cc1cc2cc(OC)ccc2[nH]c1=O)C(=O)NCc1ccccc1 (centres undefined)
-4.7	O=C(CCN1C(=O)c2ccccc2C1=O)OCCCCC(Cl)(Cl)Cl
-1.9	CC1CCCCN1C(=O)Cn1c(=O)n(CCC(=O)NCc2ccc3c(c2)OCO3)c(=O)c2sccc21 (centres undefined)
-10.6	CCCCCn1c(=O)[nH]c2cc(C(=O)NCCN3C(C)CCCC3C)ccc2c1=O (centres undefined)
0.1	CCN(C(=O)c1ccccc1)c1ccc(C(O)(C(F)(F)F)C(F)(F)F)cc1
